GPR55 LPI antagonism = GPR55 antagonists blocking LPI-driven arrestin recruitment, primary screen, imaging, U2OS, beta-arrestin-GFP, LPI agonist (AID 2013); G-protein coupled receptor 55 (Homo sapiens); U2OS GPR55 beta-arrestin-GFP translocation imaging, LPI antagonism; higher % means a stronger effect; inhibition, % at 10 µM, or IC50 in µM where a hit was titrated; 290,000 compounds, 0.13% hits;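 active = spots per cell inhibited over 60%, with over 100 cells counted and total cytoplasm intensity under 500,000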;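 also: U2OS cells stably carrying GPR55 and arrestin-GFP stimulated by 5 µM LPI near EC80; imaged beta-arrestin-GFP aggregate spots per cell after agonist stimulation; plate controls were LPI-stimulated DMSO wells for no effect and DMSO wells without LPI for full effect; some results filed as inactive read as strong as hits; confirmed hits need IC50 under 10 µM and bright autofluorescent wells are also inconclusive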
GPR35 arrestin U2OS = GPR35 antagonists blocking zaprinast-driven arrestin recruitment, primary screen, imaging, U2OS, beta-arrestin-GFP, zaprinast agonist (AID 2058); U2OS GPR35 beta-arrestin-GFP translocation imaging, zaprinast antagonism; higher % means a stronger effect; inhibition, % at 10 µM, or IC50 in µM where a hit was titrated; 290,000 compounds, 0.052% hits;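 active = inhibition of at least 50% with at least 30 cells and total cytoplasm GFP at most 10,000,000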
AID2073 = inhibitors of Mint1-CaV2.2 protein interaction, biochemical, HTRF (AID 2073) | Voltage-dependent N-type calcium channel subunit alpha-1B (Homo sapiens) | HTRF protein-protein interaction, Mint1-CaV2.2; higher % means a stronger effect | inhibition, % at 20 µM; hits with a dose series show IC50 in µM | 290,000 compounds, 0.19% hits; in the data active = inhibition mostly above about 51%, no sharp cut-off; also: some results filed as inactive read as strong as hits
GPR55 beta-arrestin = GPR55 agonists via beta-arrestin recruitment, primary screen, imaging, U2OS cells, beta-arrestin-GFP redistribution (AID 1961); activation, % at 10 µM; hits with a dose series show EC50 in µM; 290,000 compounds, 0.048% hits; U2OS GPR55 beta-arrestin-GFP redistribution imaging; higher % means a stronger effect;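 active = activation above 40% with more than 50 cells counted in the well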;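 also: U2OS osteosarcoma cells stably expressing GPR55 and beta-arrestin-GFP; plate controls were DMSO negative control for no effect and LPI positive control for full effect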
Siah-1 displacement = Siah-1 peptide-binding antagonists, primary screen, biochemical, fluorescence polarization, rhodamine-plectin, uHTS (AID 1817) | Siah-1 / rhodamine-plectin peptide fluorescence polarization; higher % means a stronger effect | one-dose displacement, % at 20 µM; IC50 in µM for titrated hits | 290,000 compounds, 0.02% hits;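 active = displacement of at least 50% at 20 µM, with a fluorescence ratio check between 0.3 and a set limit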;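 also: plate controls were Siah plus tracer with DMSO for no effect and tracer alone without Siah for full effect; strong numbers were not always called active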
HIV peptide binding = inhibitors of HIV fusion peptide binding, primary screen, biochemical, uHTS, fluorescence dequenching (AID 1986); cell-free peptide binding, fluorescence dequenching, 30 min; higher % means a stronger effect; 290,000 compounds, 0.3% hits; inhibition, % at 20 µM; hits with a dose series show IC50 in µM; in the data active = inhibition mostly above about 52%, no sharp cut-off; inactive = mostly below about 76%; also: some results filed as inactive read as strong as hits
NTR1 agonist = agonists of NTR1, primary screen, imaging, U2OS cells, beta-arrestin-GFP, high content (AID 493036); activation, % at 20 µM; Neurotensin receptor type 1 (Homo sapiens), P30989; NTR1-U2OS beta-arrestin-GFP spot imaging, agonist mode; 330,000 compounds, 0.17% hits;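 active = activation at or above 40% of the spot to cytoplasm intensity ratio, with at least 20 cells analyzed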;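 also: 0% = DMSO without peptide and 100% = 100 nM NTR1 peptide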
Target sequence (P30989 whole entry, looked up): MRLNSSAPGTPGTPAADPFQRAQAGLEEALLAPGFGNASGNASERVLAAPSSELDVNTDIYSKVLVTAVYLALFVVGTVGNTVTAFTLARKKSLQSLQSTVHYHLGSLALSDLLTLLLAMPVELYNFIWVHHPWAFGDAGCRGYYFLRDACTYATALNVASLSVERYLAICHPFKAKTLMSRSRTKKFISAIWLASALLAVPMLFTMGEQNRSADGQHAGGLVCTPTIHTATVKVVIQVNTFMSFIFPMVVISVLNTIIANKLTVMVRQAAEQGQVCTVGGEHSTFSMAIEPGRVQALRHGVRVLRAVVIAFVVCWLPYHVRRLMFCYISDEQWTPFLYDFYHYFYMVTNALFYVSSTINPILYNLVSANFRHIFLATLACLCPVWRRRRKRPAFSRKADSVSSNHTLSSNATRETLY
Dengue-2 NS5 capping = Dengue-2 NS5 methyltransferase inhibitors, primary screen, biochemical, confirmation dose response (AID 588689); one-dose inhibition, % at 25 µM; IC50 in µM for titrated hits; Genome polyprotein (Dengue virus type 2 (strain 16681-PDK53)); 340,000 compounds, 0.3% hits; Dengue-2 NS5 methyltransferase capping enzyme assay, biochemical; higher % means a stronger effect; in the data active = a potency from the dose series
K1F lysis inhibition = inhibition of K1F phage lysis, E. coli UTI89, bacterial capsule biogenesis inhibitors, alamar blue (AID 488966). E. coli UTI89 K1F phage lysis, alamar blue, 2 h; higher % means a stronger effect. inhibition, % at 100 µM, or IC50 in µM where a hit was titrated. 340,000 compounds, 0.02% hits;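 active = phage lysis inhibition, versus mean bacterial control, above a set limit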;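 also: capsule biogenesis inhibitors block K1F phage lysis so surviving cells raise fluorescence; higher fluorescence means more inhibition of phage lysis; actives were called in the ten point dose series up to 300 µM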
NTR1 agonist cell count 20 µM = also measured in NTR1 agonist; calls as there; cell count; measured here: cell count, cytotoxicity flag
Dengue-2 NS5 capping pilot replicate = recorded beside Dengue-2 NS5 capping, whose call it bears; inhibition, %; measured here: pilot screen replicate inhibition
* = called active by the depositor; . = not tested or not shown; [ ] = remark or other dose.

SMILES	GPR55 LPI antagonism	GPR35 arrestin U2OS	AID2073	GPR55 beta-arrestin	Siah-1 displacement	HIV peptide binding	NTR1 agonist	NTR1 agonist cell count 20 µM	Dengue-2 NS5 capping	K1F lysis inhibition	others
COC(=O)c1ccc(CN2CCCC(C(=O)c3ccccc3OC)C2)cc1 (stereo unspecified)	-10.2%	-3.6%	6.4%	-0.2%	2.5%	-0.1%	3.3	67	0.7%	0.3%	Dengue-2 NS5 capping pilot replicate=0.6
O=C(NNC(=O)c1ccccc1F)c1cccc(Cl)c1	24.8%	-1.3%	-2.9%	0.9%	0.6%	-2.1%	0.9	66	-4.0%	1.2%
CCN(CC)CCCNC(=O)CNC(=O)c1nn(-c2ccc(OC)c(OC)c2)c(=O)c2ccccc12	-7.5%	15.9%	5.5%	0.0%	-7.1%	-0.7%	-0.5	66	-5.9%	-1.4%[50 µM]
COc1cccc(NC(=O)c2cnc(SC)nc2)c1	1.3%	-3.3%	2.5%	0.3%	3.5%	1.9%	-0.4	33	.	1.2%
COc1ccccc1CN1C2CCCC1CC(NC(=O)/C=C/c1ccccc1)C2 (stereo unspecified)	2.3%	-0.6%	6.4%	-0.1%	-5.5%	-0.5%	0.0	47	.	.
COC(=O)c1ccccc1NC(=O)CNCCc1ccc(OC)c(OC)c1	-2.0%	9.6%	8.3%	-0.1%	-1.4%	-0.5%	0.0	54	-3.3%	-0.3%
CN(C)S(=O)(=O)c1ccc(-c2csc(N/N=C/c3ccc(O)cc3)n2)cc1	19.6%	-3.7%	27.5%	2.6%	-2.9%	-3.0%	51.9*	46*	-5.5%	0.1%
Cc1cc(C)cc(OCC(=O)N/N=C/c2ccncc2)c1	0.9%	-17.8%	3.0%	-0.3%	10.2%	0.2%	-0.3	54	-0.7%	0.7%
Cc1ccc2c(CN3CCC(C)CC3)cc(=O)oc2c1C	1.0%	1.2%	11.8%	-0.1%	-4.4%	-1.3%	5.5	85	-3.9%	3.6%[50 µM]
Cc1ccc(Nc2nc(NCCCN3CCOCC3)nc(N)c2[N+](=O)[O-])cc1C	-5.1%	-11.4%	-0.6%	-0.1%	1.4%	-3.1%	2.6	66	1.0%	2.9%[50 µM]
CCc1ccc(OCCCC(=O)Nc2ccc(S(=O)(=O)Nc3cc(C)nc(C)n3)cc2)cc1	14.4%	11.9%	6.0%	-0.4%	8.4%	5.2%	2.2	39	-1.7%	-0.4%
COC(=O)CCCC(=O)Nc1ccc(Cl)c(Cl)c1	-3.0%	-8.9%	14.1%	-0.2%	2.5%	-0.1%	-0.9	89	-11.3%	-0.4%
Cc1cc(-c2nc(C)c(-c3nnc(SCC(=O)Nc4ccccc4)n3C)s2)no1	13.4%	6.2%	14.6%	0.4%	2.9%	2.1%	0.4	45	-0.8%	-1.0%
CC(C)CNC(=O)C(=O)NCc1ccccn1	-12.4%	0.3%	1.8%	-0.3%	-7.9%	-1.1%	1.0	53	-0.7%	0.7%
COc1ccccc1NS(=O)(=O)c1cc([N+](=O)[O-])ccc1N/N=C/c1c(C)[nH]c2ccccc12	7.5%	34.5%	11.2%	0.9%	1.1%	7.0%	0.8	75	-36.9%	-0.1%
CCOC(=O)c1nnn(-c2nonc2N)c1CN(CC)CC	6.2%	13.4%	6.1%	-0.1%	-4.6%	-0.3%	-0.9	39	0.0%	0.8%
CNC(=O)c1ccc(Nc2nnc(-c3ccc(O)cc3)c3ccccc23)cc1	3.2%	6.0%	5.7%	-0.1%	0.7%	0.4%	-0.1	55	2.7%	-3.3%
Cc1ccccc1CN1CCN(Cc2cc3ccccc3o2)CC1CCO (stereo unspecified)	3.1%	0.2%	-0.5%	0.0%	-0.5%	-2.0%	0.6	58	-5.2%	1.5%	Dengue-2 NS5 capping pilot replicate=2.4
CSS(=O)(=O)c1cccc2cccnc12	10.0%	6.9%	-65.4%	-0.1%	-3.6%	-1.3%	1.4	39	.	.
Cc1cccn2cc(-c3ccc(F)cc3)nc12	14.5%	5.8%	47.0%	0.1%	3.1%	-1.0%	-0.3	76	-0.7%	0.7%	Dengue-2 NS5 capping pilot replicate=-4.7
O=C1CCC(C(=O)Nc2cccc(Br)c2)N1 (stereo unspecified)	1.6%	10.7%	-4.6%	0.2%	1.2%	-1.2%	1.2	74	1.4%	0.2%
C#CCn1c(=NC(=O)c2ccc(Br)s2)sc2cccc(OC)c21	4.4%	-18.6%	16.5%	-0.3%	-1.4%	5.4%	10.4	53	-3.5%	-0.8%
CCN(CC)C(=O)N1CCN(S(=O)(=O)c2ccccc2)CC1	5.3%	-7.6%	4.3%	-0.1%	5.3%	1.5%	0.8	42	-10.1%	0.2%
O=C(c1ccc(-n2cncn2)c([N+](=O)[O-])c1)N1CCN(c2cccc(Cl)c2)CC1	1.0%	5.2%	0.6%	0.0%	2.4%	-0.8%	0.8	64	0.7%	-0.6%[50 µM]
O=C1/C(=C/c2cccc(F)c2)CSc2sccc21	4.5%	2.7%	2.4%	-0.1%	0.0%	-0.5%	-1.0	71	-2.1%	-0.1%
COc1ccc(OC)c(-c2cc(C(=O)NC3CCCC3)c3ccccc3n2)c1	-2.9%	-1.6%	10.3%	-0.1%	3.1%	-0.1%	1.7	54	11.0%	-0.4%[50 µM]
COCc1ccc(CN2CCCC(CO)(Cc3cccc(OC)c3)C2)o1 (stereo unspecified)	9.7%	5.6%	5.1%	-0.2%	-1.0%	3.0%	-0.8	53	-3.8%	3.4%[50 µM]
CCN(CC)C(=S)Nc1ccc(OC)cc1	0.5%	-13.3%	-17.7%	-0.2%	-0.6%	-1.0%	-0.6	44	0.0%	3.7%
CN=C(Nc1ccc(Cl)cc1)c1cccc(C(F)(F)F)c1	13.6%	-4.3%	-6.3%	0.0%	2.4%	-0.9%	-0.7	79	-6.3%	0.0%
Cc1ccc(C)n1NC(=O)c1ccc([N+](=O)[O-])cc1	2.1%	-3.1%	8.2%	-0.2%	0.7%	-3.4%	1.1	52	.	0.4%
CCC1CCCCN1C(=O)NC(=O)c1ccccc1 (stereo unspecified)	3.3%	8.6%	5.1%	0.7%	-3.6%	0.8%	0.2	51	-0.7%	0.0%
Nc1cccc(Cl)c1N1CCOCC1	4.8%	0.9%	-8.3%	0.0%	2.2%	0.3%	-0.7	90	-8.2%	0.3%
Cc1c(/C=N/NC(N)=O)c2ccccn2c1C(=O)c1ccncc1	-0.2%	-5.7%	27.5%	-0.2%	0.8%	0.6%	1.0	63	2.9%	-0.3%[50 µM]
COc1cc(C(CC(=O)N2CCN(c3ccccc3)CC2)c2c(OC)cc(OC)c3ccc(=O)oc23)cc(OC)c1OC (stereo unspecified)	-4.2%	16.3%	11.1%	-0.1%	-3.2%	3.0%	-5.1	89	-6.1%	0.4%
COc1ccc(-c2c(N)nnc3c2[nH]c2ccccc23)cc1OC	-7.5%	2.4%	11.0%	0.6%	0.0%	5.1%	-1.0	53	-2.7%	0.5%
CC(C)(C)c1cc2ncnc(N3CCCCC3)c2s1	0.3%	-12.7%	11.3%	0.4%	7.6%	-0.6%	8.1	87	-2.0%	0.0%
CC(C)(C)C(=O)/C(=C\c1ccc([N+](=O)[O-])cc1)n1cncn1	12.4%	26.4%	20.8%	-0.4%	1.4%	-0.4%	5.7	69	.	.
CCOC(=O)N/N=C(\C)c1ccccc1OC(F)F	0.6%	-1.0%	-3.2%	-0.2%	-0.1%	0.7%	1.8	71	-3.9%	1.9%[50 µM]
COc1ccc(/C=C/C(=O)O)cc1S(=O)(=O)NCc1ccccc1	12.0%	-10.9%	1.8%	0.5%	-2.9%	-1.0%	1.5	54	-6.3%	0.3%
O=C(c1cc(COc2c(F)cccc2F)on1)N1CCC(c2ccccc2Cl)C1 (stereo unspecified)	11.8%	-0.1%	10.4%	0.3%	1.6%	-1.8%	1.2	74	-7.1%	-0.2%
C=CCn1c(NCc2ccccc2)nc2ccccc21	3.7%	7.1%	12.1%	-0.3%	1.0%	0.3%	-0.3	72	-11.3%	0.7%
CC(NC(=O)C(=O)NN=C1CCCCCCC1)c1ccccc1 (stereo unspecified)	9.3%	-9.5%	-9.1%	-0.1%	4.3%	13.1%	0.9	77	-1.6%	3.1%

A stretch of the results above, as a working copy:
SMILES	GPR55 LPI antagonism	GPR35 arrestin U2OS	AID2073	GPR55 beta-arrestin	Siah-1 displacement	HIV peptide binding	NTR1 agonist	NTR1 agonist cell count 20 µM	Dengue-2 NS5 capping	K1F lysis inhibition	others
COC(=O)c1ccc(CN2CCCC(C(=O)c3ccccc3OC)C2)cc1 (stereo unspecified)	-10.2%	-3.6%	6.4%	-0.2%	2.5%	-0.1%	3.3	67	0.7%	0.3%	Dengue-2 NS5 capping pilot replicate=0.6
O=C(NNC(=O)c1ccccc1F)c1cccc(Cl)c1	24.8%	-1.3%	-2.9%	0.9%	0.6%	-2.1%	0.9	66	-4.0%	1.2%
CCN(CC)CCCNC(=O)CNC(=O)c1nn(-c2ccc(OC)c(OC)c2)c(=O)c2ccccc12	-7.5%	15.9%	5.5%	0.0%	-7.1%	-0.7%	-0.5	66	-5.9%	-1.4%[50 µM]
COc1cccc(NC(=O)c2cnc(SC)nc2)c1	1.3%	-3.3%	2.5%	0.3%	3.5%	1.9%	-0.4	33	.	1.2%
COc1ccccc1CN1C2CCCC1CC(NC(=O)/C=C/c1ccccc1)C2 (stereo unspecified)	2.3%	-0.6%	6.4%	-0.1%	-5.5%	-0.5%	0.0	47	.	.
COC(=O)c1ccccc1NC(=O)CNCCc1ccc(OC)c(OC)c1	-2.0%	9.6%	8.3%	-0.1%	-1.4%	-0.5%	0.0	54	-3.3%	-0.3%
CN(C)S(=O)(=O)c1ccc(-c2csc(N/N=C/c3ccc(O)cc3)n2)cc1	19.6%	-3.7%	27.5%	2.6%	-2.9%	-3.0%	51.9*	46*	-5.5%	0.1%
Cc1cc(C)cc(OCC(=O)N/N=C/c2ccncc2)c1	0.9%	-17.8%	3.0%	-0.3%	10.2%	0.2%	-0.3	54	-0.7%	0.7%
